Bioassay records: PubChem, National Center for Advancing Translational Sciences (NCATS)
TRHR enhancer: TRH receptor (human) allosteric enhancement; P34981; TRHR cells, fluo-8 calcium fluorescence, EC20 TRH enhancement; enhancement, % at 2 µM; actives 0.66% (n = 360,000); in the data active = enhancement above about 30%; note: 0% is about no effect
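Enhancer read-out: after compound pinning and an initial kinetic agonist-mode read, an EC20 of TRH (10 nM final) was injected and fluo-8 calcium signal (Ex 480/Em 530) followed at 1 s/cycle for 100 cycles in TRHR-expressing cells.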
D1 antagonist: antagonists of human D1 dopamine receptor; P21728; HEK293 TREx D1 cells, calcium flux, dopamine EC80; stronger effect = lower value; activity change, negative = inhibition, % at 10 µM; actives 3.2% (n = 360,000); AID 504652; in the data active = activity change below about -30%; note: % is set by controls: 0 for no effect and ±100 for the full control effect
Target sequence (P21728 whole entry, looked up): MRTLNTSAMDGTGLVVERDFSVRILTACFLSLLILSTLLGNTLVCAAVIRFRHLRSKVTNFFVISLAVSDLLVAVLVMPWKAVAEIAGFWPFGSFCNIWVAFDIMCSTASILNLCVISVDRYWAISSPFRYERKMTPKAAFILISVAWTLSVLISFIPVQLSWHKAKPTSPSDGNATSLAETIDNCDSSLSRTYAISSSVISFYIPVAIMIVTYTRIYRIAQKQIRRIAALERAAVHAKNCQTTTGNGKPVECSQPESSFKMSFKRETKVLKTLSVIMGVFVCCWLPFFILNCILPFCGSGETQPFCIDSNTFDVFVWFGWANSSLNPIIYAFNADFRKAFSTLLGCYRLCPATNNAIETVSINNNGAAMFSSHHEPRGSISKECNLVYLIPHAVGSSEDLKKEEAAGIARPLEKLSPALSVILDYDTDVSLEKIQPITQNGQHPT
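Cells carrying a force-coupled, tetracycline-inducible human D1 receptor report calcium flux. Each well gets a 10 s baseline, compound with 180 s monitoring, then an EC80 dopamine stimulus with a second 180 s kinetic read.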
RXFP1 antagonist: blocks the human relaxin receptor RXFP1; actives 0.59% (n = 350,000); Q9HBX9; HEK293-RXFP1, relaxin-stimulated cAMP HTRF, 30 min; stronger effect = lower value; activity change, negative = inhibition, % at 57.5 µM; AID 1259400;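 active = activity change of -60% or lower, but not beyond a set lower limit; inconclusive = change between -60% and -40%, or beyond the set limit; inactive = change above -40%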; note: % is set by controls: 0 for no effect and ±100 for the full control effect
D1 agonist: activates the human D1 dopamine receptor | actives 1% (n = 360,000) | HEK293 T-REx D1 cells, calcium flux, agonist mode | activation, % at 2 µM; in the data active = activation above about 30%; note: 0% is about no effect
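Tetracycline-induced HEK293 TREx D1 cells, force-coupled to calcium signalling, were dye-loaded with a no-wash calcium kit. Compound was pin-added after a 10 s baseline. Fluorescence was read kinetically at 1 cycle/s for 180 s, with calcium rises flagged as agonism.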
Anesthetic bind: candidate novel general anesthetic via apoferritin binding; apoferritin/1-aminoanthracene competitive binding, fluorescence; P02791; Potency, µM (series often up to 77.5 µM), without a hit: at the top dose activity change, negative = displacement, actives largely listed as inhibitors; AID 485281; actives 0.074% (n = 350,000); note: potency is the fitted concentration of half-maximal effect; % is set by controls: 0 for no effect and ±100 for the full control effect; nearly all actives have a fitted effect of over 20% in size
Target sequence (P02791 2-175 limits assumed): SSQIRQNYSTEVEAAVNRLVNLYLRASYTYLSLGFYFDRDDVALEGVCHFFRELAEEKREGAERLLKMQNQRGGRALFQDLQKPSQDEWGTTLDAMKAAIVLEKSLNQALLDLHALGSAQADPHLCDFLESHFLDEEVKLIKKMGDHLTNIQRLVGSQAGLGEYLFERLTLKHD
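Apoferritin-based anesthetic binding model; compound displacement of fluorescent 1-AMA measured as endpoint fluorescence after 10 minutes at room temperature, scaled to free-ligand and complex controls.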
RXFP1 agonist: agonists of human relaxin receptor RXFP1. Potency, µM (top dose mostly 57.5 µM), inactives show top-dose activation, hits mostly activators. Q9HBX9. actives 0.3% (n = 370,000). HEK293T-RXFP1 cAMP TR-FRET, 30 min; response scale: percent of porcine relaxin response, buffer zero; note: potency is the fitted concentration of half-maximal effect; % is set by controls: 0 for no effect and ±100 for the full control effect; nearly all actives have a fitted effect of over 60% in size; many of its hits are not listed in these tables
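Agonist response is measured as cAMP accumulation in an RXFP1-transfected HEK293T line under PDE4 inhibition. Values are scaled between buffer-only and 29 nM porcine relaxin, and EC50s come from standard Hill equation fits.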
D1 PAM: human D1 dopamine receptor positive modulation; P21728; HEK293 TREx D1 cells, calcium flux, dopamine EC20 potentiation; potentiation, % at 10 µM; actives 0.036% (n = 360,000); in the data active = potentiation above about 30%; note: 0% is about no effect
TRHR ag: TRH receptor (human) agonism; P34981; TRHR cells, calcium flux fluo-8, FDSS agonist mode; activation, % at 2 µM; actives 0.18% (n = 360,000); AID 493084; in the data active = activation above about 30%; note: 0% is about no effect
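Steps: seed TRHR cells overnight; add fluo-8 no-wash Ca dye, RT 30 min–1.5 h; record 10 s baseline; pin-transfer compounds; monitor fluorescence 1 cycle/s for the agonist window. Calcium increases flag candidate agonists.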
D2 potentiator: positive allosteric modulators of human D2 dopamine receptor | potentiation, % at 10 µM | AID 485347 | HEK293 T-REx D2, calcium flux, EC20 dopamine potentiation | P14416 | actives 0.34% (n = 340,000);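 active = potentiation over 3 SD above the plate norm, cut at about 30% in these data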; note: 0% is about no effect
Target sequence (P14416 whole entry, looked up): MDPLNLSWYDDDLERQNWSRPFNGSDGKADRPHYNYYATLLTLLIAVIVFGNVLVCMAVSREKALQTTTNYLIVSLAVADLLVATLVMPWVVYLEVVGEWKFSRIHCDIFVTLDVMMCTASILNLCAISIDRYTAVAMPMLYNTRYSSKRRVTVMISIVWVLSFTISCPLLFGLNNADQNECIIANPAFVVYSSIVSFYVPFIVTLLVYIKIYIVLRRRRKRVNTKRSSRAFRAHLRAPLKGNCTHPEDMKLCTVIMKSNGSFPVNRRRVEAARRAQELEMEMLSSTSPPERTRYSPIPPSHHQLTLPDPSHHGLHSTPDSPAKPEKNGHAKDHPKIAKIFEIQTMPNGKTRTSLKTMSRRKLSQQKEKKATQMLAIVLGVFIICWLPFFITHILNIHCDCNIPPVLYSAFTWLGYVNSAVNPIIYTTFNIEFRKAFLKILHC
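Primary screen. Calcium kinetics in induced HEK293 T-REx D2 cells: compound pre-addition 180 s, EC20 dopamine, 180 s more.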
The depositor's hits bear a star; ? = inconclusive; nt = no result given; & = joins results of further samples. Unless noted, calls come from the whole dose curve; as a rule, active = well fitted curve in the direction sought with a large enough effect; inconclusive = small, poorly fitted or top-dose-only effect, or another doubt; inactive = no such curve, though single readings can be large; an effect the other way counts as inactive or inconclusive. The list is partial; rates above refer to the full screens.

SMILES	TRHR enhancer	D1 antagonist	RXFP1 antagonist	D1 agonist	Anesthetic bind	RXFP1 agonist	D1 PAM	TRHR ag	D2 potentiator
CCc1nn(CC(=O)N2CCN(c3ccc(F)cc3)CC2)c(=O)c2cc3occc3n12	-5.5	-7.6	-7.4	2.7	-3.4%	-0.3%	4.0	-0.7	-8.9
O=C(Nc1cccs1)Nc1ccccc1Cl	15.7	-19.9	7.9	5.9	-5.8%	-0.8%	13.1	4.1	-5.4
Cc1ccc(C(=O)NCCCn2ccnc2)cc1[N+](=O)[O-]	-5.1	-14.6	2.7	1.7	-8.3%	0.4%	-3.3	-0.2	-8.6
CCC(CC)C(=O)c1c[nH]c(C(=O)NCc2ccccc2)c1	-8.7	-1.1	-1.0	2.1	-8.3%	-0.9%	0.6	-0.2	-5.0
COc1cccc(C2CCCN2Cc2nc(CC3CC3)no2)c1 (stereo not drawn)	3.2	-11.9	-18.9	0.6	-10.1%	-4.1%	-6.0	-1.6	-6.8
CCOC(=O)c1c(C)[nH]c(-c2csc(N)n2)c1C	9.9	-18.0	-7.1	25.4	-23.0%	3.2%	1.4	0.1	19.1
Cc1ccc(C(C)C)c(OCC(=O)NNC(=O)CC2OC(=O)c3ccccc32)c1 (stereo not drawn)	2.3	5.6	-9.9	3.1	nt	0.1%	-5.7	-0.4	20.9
CN1CCN(c2ccc(Cl)cc2NC(=O)c2ccc(=O)n(C)n2)CC1	-3.1	-15.1	6.6	1.0	-6.2%	20.2%	-8.4	0.6	-1.5
Fc1cccc(Cl)c1Cn1nnc2c(NCc3ccccn3)ncnc21	4.0	-2.8	4.7	4.2	-9.3%	1.2%	-0.9	0.6	1.6
COC(=O)CCC(NC(=O)c1cc(-c2ccc3c(c2)OCCO3)oc1C)C(=O)OC (stereo not drawn)	4.2	2.7	-7.7	-0.3	-15.7%	0.0%	-2.7	-0.5	8.1
CCOc1ccccc1N1CCN(C(=O)c2cc3ccccc3cc2OC)CC1	4.9	2.4	-16.9	0.7	nt	-0.2%	4.2	0.7	-1.7
N/C(=N\OC(=O)c1ccccc1F)c1cccc([N+](=O)[O-])c1	-2.6	8.6	20.1	0.4	-11.7%	3.7%	0.3	0.1	6.0
O=C(N/N=C1/CC(c2ccccc2)Oc2ccccc21)C1CC1 (stereo not drawn)	-8.8	0.0	-13.0	0.5	-4.8%	0.7%	-0.3	-0.3	-3.7
CC(=O)c1cccc(S(=O)(=O)N2CCN(c3ccccc3F)CC2)c1	8.1&-7.8	-8.8&-21.1	8.5&-13.7	2.7&4.3	?	1.1%&-0.1%	-5.7&0.8	1.8&-0.5	-2.5&-1.7
CC1CCN(C2=NC(=O)/C(=C/c3ccc(O)cc3)S2)CC1	-1.3	-21.0	-15.3	1.3	-6.0%	2.1%	-1.1	-0.5	-20.4
O=c1c2ccccc2nc(/C=C/c2ccc([N+](=O)[O-])cc2)n1CCCO	-1.5	-1.3	nt	1.5	-0.3%	5.8%	2.9	-0.3	9.7
CC(=O)Nc1cccc(OCCCNC(=O)C2CCC2)c1	4.4	-13.5	1.2	4.2	12.9%	1.4%	-2.5	-0.5	6.1
O=C(NC(=S)NCc1cccnc1)c1ccc([N+](=O)[O-])cc1	-1.9	1.2	9.8	-0.6	-5.9%	1.8%	-7.2	-1.5	-3.9
O=C(COC(=O)C1CC2CCCC(C1)C2=O)c1cccc(Br)c1 (stereo not drawn)	-1.1	-4.0	9.9	0.6	nt	-1.3%	0.7	0.4	7.3
O=C(CCn1c(=O)c2cccn2c2cccnc21)N1CCN(c2ccc(F)cc2)CC1	-2.5	-5.9	-5.0	1.8	0.4%	4.1%	0.3	0.3	0.2
O=C(NCC1CCCO1)c1ccc(Cl)c(S(=O)(=O)Nc2ccccc2)c1 (stereo not drawn)	2.7	-14.1	-13.2	3.1	-5.8%	-0.5%	-6.5	0.0	1.8
Cc1c(C(=O)N/N=C/c2ccncc2)nnn1-c1nonc1N	-0.5	6.5	2.1	1.2	nt	-0.3%	-6.8	0.0	-1.5
CCOC(=O)/C=C/[C@H]1CCc2cccc(C)c2O1	2.9	nt	nt	-2.2	nt	1.6%	1.8	-0.7	6.9
C/C(CC(=O)NC1CCCC1)=N\NC(=O)Cc1cccs1	2.4	-12.6	-5.7	3.1	-11.7%	0.5%	4.8	0.4	2.5

4 entries from above, arranged by SMILES length, descending.
SMILES	TRHR enhancer	D1 antagonist	RXFP1 antagonist	D1 agonist	Anesthetic bind	RXFP1 agonist	D1 PAM	TRHR ag	D2 potentiator
O=C(CCn1c(=O)c2cccn2c2cccnc21)N1CCN(c2ccc(F)cc2)CC1	-2.5	-5.9	-5.0	1.8	0.4%	4.1%	0.3	0.3	0.2
O=c1c2ccccc2nc(/C=C/c2ccc([N+](=O)[O-])cc2)n1CCCO	-1.5	-1.3	nt	1.5	-0.3%	5.8%	2.9	-0.3	9.7
O=C(NC(=S)NCc1cccnc1)c1ccc([N+](=O)[O-])cc1	-1.9	1.2	9.8	-0.6	-5.9%	1.8%	-7.2	-1.5	-3.9
O=C(COC(=O)C1CC2CCCC(C1)C2=O)c1cccc(Br)c1 (stereo not drawn)	-1.1	-4.0	9.9	0.6	nt	-1.3%	0.7	0.4	7.3

Next entries.
SMILES	TRHR enhancer	D1 antagonist	RXFP1 antagonist	D1 agonist	Anesthetic bind	RXFP1 agonist	D1 PAM	TRHR ag	D2 potentiator
COc1ccc(S(=O)(=O)Nc2cc(C)ccn2)cc1OC	-2.1	-0.1	2.9	2.3	-5.5%	1.9%	8.8	0.1	-8.2
CCOC(=O)C1=C(CS(=O)(=O)c2ccc(C)cc2)NC(=O)NC1c1ccc(O)c(OC)c1 (stereo not drawn)	2.8	-15.7	1.4	5.0	0.4%	-1.4%	-3.0	0.8	-7.9
O=[N+]([O-])c1ccc(/C([O-])=C(/C(=S)NCc2ccco2)[n+]2ccccc2)cc1	0.6	-4.4	-11.6	1.8	-16.1%	9.6%	-6.2	-0.7	1.4
COc1ccc(-n2nc([N+](=O)[O-])c(=NCCc3ccc(C)cc3)n2O)cc1	2.4	-8.7	12.7	1.3	-20.9%	-0.7%	-2.1	-1.4	1.2
COc1cc(SC)ccc1C(=O)OCC(=O)NC1CCCC1	-2.0	-11.5	19.8	2.3	-13.7%	3.9%	-8.5	0.5	5.7
CCn1c(C(O)c2ccccc2)nc2ccccc21 (stereo not drawn)	-6.1	6.3	11.2	2.4	-23.6%	1.3%	-2.1	0.2	-11.3
O=C(COCc1cc(-c2ccco2)on1)Nc1cccc(O)c1	8.7	-1.1	-7.3	-0.2	-12.4%	-1.1%	-1.1	-0.7	7.4
O=C(CCN1CCOCC1)N1c2ccccc2Sc2ccc(Cl)cc21	1.3	-22.5	4.8	0.8	0.5%	1.5%	-9.9	-0.5	6.8
COc1cc(C2C(C(C)=O)=C(O)C(=O)N2CCc2c[nH]c3ccccc23)ccc1O (stereo not drawn)	6.5	-17.2	12.3	2.8	-6.7%	2.3%	-6.4	0.3	10.9
CCN(CC)C(=O)COC(=O)c1ccc(C)c(NC(=O)c2ccco2)c1	1.3	-15.6	7.9	3.0	-20.8%	-0.2%	-2.4	-0.6	-22.7
Cc1ccc(CCNC(=O)C2CCN(S(=O)(=O)c3ccc4c(c3)CCC(=O)N4)CC2)cc1	-0.7	-7.1	nt	0.5	0.2%	7.9%	-0.8	0.0	-1.1
O=C1C=C(c2ccccc2)OC(c2ccccc2)O1 (stereo not drawn)	3.6	1.7	-2.7	2.0	-8.8%	1.0%	0.9	0.1	25.2
Cc1ccccc1C(=O)N1CCN(c2ccc(NC(=O)c3ccco3)cc2Cl)CC1	-8.1	-0.8	-13.1	7.0	-18.9%	-0.7%	-1.6	-1.2	nt
CCCNC(=O)c1ccc(N(Cc2ccccc2)S(C)(=O)=O)cc1	-3.8	nt	17.1	-0.2	-11.1%	3.2%	-3.4	0.0	nt
O=C(CSc1ccc(Cl)cc1)OCc1nnc(-c2ccccc2)o1	-7.2	-2.1	-6.4	5.3	-20.0%	0.8%	-1.9	-0.1	-4.0
COC(=O)c1cccc(NC(=O)CN2CCC(NC(=O)c3cc(OC)c(OC)c(OC)c3)CC2)c1	6.9	-15.4	-5.6	1.3	-22.6%	1.7%	-1.9	0.0	8.3
CC(C(=O)Nc1cccc([N+](=O)[O-])c1)N1CCN(C/C=C/c2ccccc2)CC1 (stereo not drawn)	-1.7	-21.3	nt	9.2	-18.2%	0.2%	1.2	-0.6	-30.0
NCCOc1ccccc1OCCN	20.9	-5.2	-14.5	1.1	-4.2%	-1.7%	2.0	-0.2	nt
Cc1cc(Cl)ccc1OCC(=O)NN1C(=O)C2C3C=CC(C3)C2C1=O (stereo not drawn)	-3.4	-2.7	-7.0	4.3	-4.0%	3.4%	1.5	-0.6	-2.1
COC(=O)NCC(c1ccco1)N1CCN(c2ccc(F)cc2)CC1 (stereo not drawn)	4.2	-4.0	4.4	3.1	-13.8%	0.5%	-6.8	0.1	-4.2
O=C(CSc1nnc(-c2ccc(Cl)cc2)o1)N1CCN(c2ccccc2)CC1	-4.9	10.6	nt	0.9	-0.7%	-0.6%	-9.3	0.3	-3.5
Cc1ccc(-c2nnn(CC(=O)N(Cc3ccc(F)cc3)C(C(=O)NC3CCCC3)c3ccncc3)n2)o1 (stereo not drawn)	-4.4	1.4	8.2	6.0	-4.8%	-1.3%	-5.7	1.4	-7.3
COc1ccc(Cl)cc1NC(=O)CN1CCC(n2nnc3cc(C)ccc32)CC1	0.1	-37.4*	6.0	1.8	2.7%	2.2%	-7.5	-0.4	nt
Cc1cccc(NC(=O)C2CCN(S(=O)(=O)c3c(C)noc3/C=C/c3ccco3)CC2)c1C	-2.4	2.2	-17.3	-0.3	0.2%	2.6%	3.4	-0.6	-10.2
COc1ccc(CSc2nc(O)cc(=O)n2CC(C)C)cc1F	17.1	9.7	-15.3	4.4	-5.4%	-0.5%	-3.8	1.8	24.3
Cc1nc(C)n(CCNS(=O)(=O)c2ccc(C)c(C)c2)n1	-3.6	4.5	-5.1	2.8	-4.1%	-3.1%	-9.1	0.1	-10.4
O=C(c1ccco1)N1CCN(C(=O)c2cc3ccccc3oc2=O)CC1	-3.8	-1.5	-5.5	2.2	-2.1%	2.7%	2.4	0.6	-20.2
O=S(=O)(c1ccc2nnn(O)c2c1)N1CCCCC1	14.5	7.6	-10.9	3.4	-4.0%	2.6%	-0.4	0.8	-0.6
COc1ccc(-n2ncc3c(SCC(=O)N4CCN(c5ccccc5OC)CC4)ncnc32)cc1	5.3	-52.5*	-1.9	-2.0	-1.5%	-0.6%	-8.4	0.2	-7.3
